High-throughput results (PubChem BioAssay)
JMJD2E inh = blocks human JMJD2E demethylase activity; B2RXH2; JMJD2E catalytic domain, FDH-coupled NADH fluorescence (FDH is formaldehyde dehydrogenase); Potency, µM (top dose mostly 57.1 µM), for the others: at the top dose activity change, negative = inhibition, most hits filed as inhibitors; hit rate 1.6% among 230,000; AID 2147; active means well fitted inhibition curve with a large enough effect, not every such curve was filed as active; inconclusive means small, poorly fitted or top-dose-only effect, or another doubt; inactive means no such curve, though single readings can be large or run the other way;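 further: 0% = wells with enzyme and -100% = buffer wells without enzyme; nearly all actives have a fitted effect of over 50% in size; many of its hits are not listed in these tables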
RECQ1 inh = blocks DNA unwinding by human RECQ1; P46063; RECQ1 DNA unwinding, red fluorescence kinetic read; Potency, µM (top dose mostly 57.3 µM), without a hit: at the highest dose activity, negative = inhibition, hits mostly inhibitors; hit rate 0.54% among 240,000; AID 2549;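 further: plate controls were vehicle for no effect and no enzyme for full effect; nearly all actives have a fitted effect of over 30% in size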
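50 nM RECQ1T1 preincubated 15 min with compound in Tris pH 8.0 buffer with MgCl2, DTT, Tween-20 and 2.5 ug/ml poly(dI-dC); started with 200 nM TAMRA/BHQ-2 forked duplex and 2 mM ATP. Unwinding read as fluorescence (525/598 nm), two reads 2 h apart.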
SMN2 splice enh = enhancers of SMN2 splice variant expression; HEK293 SMN2-luciferase splicing reporter, luminescence, 30-36 h; Potency, µM (highest dose often 46.1 µM), without a hit: at the top dose activity change, positive = activation, hits mostly activators; hit rate 2.8% among 210,000; further: % of control where 0% means no effect; nearly all actives have a fitted effect of over 55% in size
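HEK293 cells carry an SMN2 minigene-luciferase reporter in which exon 7 inclusion puts luciferase in frame. Cells were seeded at 2000 cells/well, attached for 10-12 hours, then exposed to compounds for 30-36 hours at 37C before ONE-Glo luminescence.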
TRb-SRC2 inh = TRbeta-SRC2 interaction inhibition; P10828; TRbeta-SRC2 peptide binding, fluorescence polarization; receptor liganded with 1 µM T3; Potency, µM (top dose mostly 106 µM), without a hit: at the highest dose activity change, negative = inhibition, actives largely listed as inhibitors; hit rate 0.065% among 280,000;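 further: plate controls were bound peptide for no effect and peptide without receptor for full effect; nearly all actives have a fitted effect of over 50% in size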
Target sequence (P10828 whole entry, looked up): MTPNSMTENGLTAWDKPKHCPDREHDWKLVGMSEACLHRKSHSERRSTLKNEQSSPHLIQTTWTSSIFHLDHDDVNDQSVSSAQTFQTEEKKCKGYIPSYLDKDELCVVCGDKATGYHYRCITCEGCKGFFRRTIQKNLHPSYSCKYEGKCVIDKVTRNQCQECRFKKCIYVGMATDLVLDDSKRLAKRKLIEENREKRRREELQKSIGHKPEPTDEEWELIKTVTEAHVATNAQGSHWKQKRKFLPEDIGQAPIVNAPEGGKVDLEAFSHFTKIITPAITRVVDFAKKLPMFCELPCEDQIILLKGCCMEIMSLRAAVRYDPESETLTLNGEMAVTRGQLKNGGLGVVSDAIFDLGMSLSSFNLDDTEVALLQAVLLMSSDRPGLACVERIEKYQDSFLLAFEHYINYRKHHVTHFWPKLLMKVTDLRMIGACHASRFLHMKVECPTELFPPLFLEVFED
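Compounds were added to 0.6 uM TRb ligand-binding domain and 20 nM Texas Red-labeled SRC2 peptide in Tris buffer containing 1 uM T3, incubated 5 hr at ambient temperature, then read by fluorescence polarization.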
Lamin A splicing = LMNA splicing modulation; HeLa LMNA splicing GFP/RFP minigene ratio, 48 h; hit rate 0.01% among 200,000; Potency, µM (doses to about 46.1 µM), for inactives: at the highest dose ratio change, negative = inhibition, usual class: inhibitors; active means well fitted inhibition curve with a large enough effect in the signal ratio, with a control signal flat, not every such curve was filed as active; inconclusive means small, poorly fitted or top-dose-only effect, or effect the other way, or a change in a side signal; the % refers to the signal ratio; further: on the % scale 0 is the no-effect control and ±100 the full control effect
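S3 HeLa stable clones carrying a lamin A-EGFP splicing minigene plus DsRed2 were seeded at 600 cells/well in Opti-MEM with 2% FBS, pin-dosed and incubated 48 h at 37°C. Acumen cytometry (488 nm) gave the GFP/RFP total-intensity ratio.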
ALDH1A1 inh = inhibitors of human aldehyde dehydrogenase 1A1; Purified ALDH1A1, NADH fluorescence, propionaldehyde substrate; Potency, µM (doses to about 75.3 µM), for the others: at the top dose activity, negative = inhibition, usual class: inhibitors; hit rate 7.3% among 220,000; active means well fitted inhibition curve with a large enough effect, not every such curve was filed as active; inconclusive means small, poorly fitted or top-dose-only effect, or another doubt; inactive means no such curve, though single readings can be large or run the other way;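 further: plate controls were no enzyme wells and a reference inhibitor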
GoLoco inh red = blocks human Gai1 binding to RGS12 GoLoco peptide, red readout. P63096. hit rate 0.44% among 230,000. AID 880. Gai1:RGS12 GoLoco peptide FP, rhodamine, 10 min. Potency, µM (titrated, usually from 61.6 µM), for the others: at the highest dose activity, negative = inhibition, hits mostly inhibitors; active means well fitted inhibition curve with a large enough effect, not every such curve was filed as active; inactive means no such curve, though single readings can be large or run the other way; further: on the % scale 0 is the no-effect control and ±100 the full control effect; nearly all actives have a fitted effect of over 30% in size; many of its hits are not listed in these tables
Target sequence (P63096 whole entry, looked up): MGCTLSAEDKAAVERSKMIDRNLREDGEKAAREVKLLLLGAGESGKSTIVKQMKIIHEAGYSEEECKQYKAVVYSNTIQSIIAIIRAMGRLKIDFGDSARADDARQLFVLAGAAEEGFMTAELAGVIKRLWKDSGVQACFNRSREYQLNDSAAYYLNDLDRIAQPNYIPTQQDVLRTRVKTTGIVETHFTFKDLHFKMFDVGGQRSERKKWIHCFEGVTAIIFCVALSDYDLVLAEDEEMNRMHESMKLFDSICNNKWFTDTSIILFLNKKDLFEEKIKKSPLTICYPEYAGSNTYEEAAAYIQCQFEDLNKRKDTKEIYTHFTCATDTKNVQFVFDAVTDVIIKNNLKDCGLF
TR SRC2 fluor cs = alters Texas Red total fluorescence, flagging assay interference; AID 1479; hit rate 0.29% among 280,000; Potency, µM (titrated, usually from 106 µM), without a hit: at the top dose fluorescence change, negative = quenching; TRb/SRC2 Texas Red total fluorescence interference; active means well fitted curve in either direction with a large enough effect; inconclusive means small, poorly fitted or top-dose-only effect; further: on the % scale 0 is the no-effect control and ±100 the full control effect
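Flags fluorescent or light-absorbing compounds by total fluorescence, S + 2P, at 555 nm excitation and 632 nm emission. Mixture: 20 nM Texas Red SRC2 peptide, 0.6 uM human TRb LBD, 1 uM T3, 5% DMSO; compound exposure 5 h at ambient temperature.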
* marks the source's active call; other numbers are inactive results; i = inactive; ? = inconclusive; . = no result given; [ ] = remark or other dose. Unless noted, the call rests on the fitted dose curve; in most records, active means well fitted curve in the direction sought with a large enough effect; inconclusive means small, poorly fitted or top-dose-only effect, or another doubt; inactive means no such curve, though single readings can be large; an effect the other way counts as inactive or inconclusive. Potency means the concentration at half of the fitted maximal effect.

SMILES | JMJD2E inh | RECQ1 inh | SMN2 splice enh | TRb-SRC2 inh | Lamin A splicing | ALDH1A1 inh | GoLoco inh red | TR SRC2 fluor cs
Cc1cc2cc(CNC(=O)c3ccc(Br)o3)ccc2n1C | -23% | ? | . | -9% | . | . | -36% | 19%
O=C(COC(=O)CCC(=O)c1cccs1)NC(=O)c1ccc(OC(F)F)cc1 | -10% | -3% | -12% | -2% | -4%[46 µM] | -2% | 0% | 1%
Cn1c(Cn2c(=O)sc3ccccc32)nnc1SCC(=O)Nc1cccc(Cl)c1 | -8% | -3% | 14% | -1% | -4% | -2% | 2% | -5%
Cc1nc(CS(=O)(=O)c2ccccc2)cc(Sc2ccc(Cl)cc2Cl)n1 | 0% | -6% | -36% | -3% | ? | ? | -4% | -4%
Cc1nc(-c2ccc(NS(C)(=O)=O)cc2)cs1 | 6% | -5% | -16% | 3% | 8% | 12% | 7% | -4%
O=C(CSc1nn(-c2ccc(Cl)cc2)c(=S)s1)N1CCN(C(=O)c2ccco2)CC1 | -12% | -19% | 3% | 0% | 1% | ? | 25% | 3%
Clc1ccc(/C=C/c2nc3ccccc3[nH]2)c(Cl)c1 | ? | -6% | 0.56µM* | 3% | ? | ? | 8% | -3%
CCN(CC)Cc1c(O)c(Cl)cc2c(C)cc(=O)oc12 | ? | ? | ? | 6% | . | ? | 16µM* | -1%
COC(=O)c1sccc1NC(=O)CSc1ccc(Cl)cc1 | 3% | -8% | -17% | -1% | 14% | 26% | 12% | 4%
COCCNC(=O)c1onc(CSc2ccc(F)cc2)c1C(=O)NCCOC | 3% | -5% | . | -8% | . | . | 7% | 0%
CC(=O)NC(c1ccccc1)c1cc([N+](=O)[O-])c2cccnc2c1O (stereo not drawn) | 16µM* | -3% | -84%[inhibitor] | -4% | ? | ? | -13% | -2%
O=c1c2c3c(sc2[nH]c(=S)n1Cc1ccco1)CCC3 | 0% | 13µM* | . | 2% | . | . | -1% | -4%
Cc1nn(CCOc2ccccc2)c(=O)n1-c1ccccc1F | 4% | 2% | 18µM* | -8% | -7% | -4% | -8% | -1%
Nc1nc(NCC2CCCO2)nc(Nc2ccccc2)c1[N+](=O)[O-] (stereo not drawn) | 2% | -13% | -14% | 1% | 7% | -6% | 2% | -4%
COc1ccc(NC(=O)/C(=C/c2ccc(OC(C)=O)c(OC)c2)NC(C)=O)cc1 | 4% | 0% | -5% | -2% | 3% | 4µM* | -1% | -1%
COc1ccc(NC(=O)CC2C(=O)N(c3ccc(Cl)cc3)C(=S)N2CCc2ccncc2)cc1 (stereo not drawn) | -2% | i | 19% | 2% | 4% | -8% | -1% | 2%
CC(C)OC(=O)c1cc2c(ccn2C)n1CC(=O)N(Cc1ccccc1)c1ccccc1 | ? | -17% | ? | 1% | ? | ? | 15% | -2%
S=C1SCN(Cc2ccccc2)CN1Cc1ccccc1 | . | . | . | 10% | ? | . | 1% | 0%
O=C(c1cccs1)N1CCN=C1SCc1ccccc1F | 3% | -18% | 1% | -9% | . | 2% | 6% | -1%
CCOC(=O)CN(c1cc([N+](=O)[O-])ccc1OC)S(C)(=O)=O | -11% | 14% | 7% | -10% | . | -2% | -2% | -2%
O=C1Nc2ccccc2C1(O)C/C(=N/O)c1ccccc1 (stereo not drawn) | 7% | -3% | 22% | -5% | . | 14% | 7% | -1%
COC(Cn1c(C)c(C(C)=O)c(C(C)=O)c1C)OC | 0% | i | 17% | 0% | 4% | 12% | 2% | 0%
COCCNC(=O)c1ccc(-n2c(SCc3ccncc3)nc3ccccc3c2=O)cc1 | 4% | 1% | -16% | 4% | . | 1% | 4% | -7%
CN(C(=O)c1cccc(C#N)c1)c1nnc(-c2ccncc2)s1 | 1% | -2% | -11% | -15% | 5% | -8% | 4% | -3%
CC(=O)OC1=Cc2c(ccc3ccc(=O)oc23)OC1(C)C | ? | 14% | ? | -8% | 8% | ? | 1% | 4%
Cc1noc(C)c1-c1cncnc1Nc1ccccc1 | . | -3% | . | . | 0% | ? | -7% | .
Cc1coc(NC(=O)CSc2nc(-c3ccncc3)cc(C(F)(F)F)c2C#N)n1 | ? | -5% | 10% | -19% | -10% | 0% | -3% | 1%
COc1cc(NC(=O)C23CC4CC(C2)CC(n2nnc(C)n2)(C4)C3)c(OC)cc1Cl | 4% | i | 0% | 5% | ? | 0% | -12% | -8%
O=C(Nc1cccc2c1C(=O)NC2=O)c1ccccc1[N+](=O)[O-] | -6% | 15% | . | 1% | . | 4% | 4% | 0%
COc1ccc([N+](=O)[O-])cc1NC(=O)CCSCCc1ccccn1 | -3% | i | -12% | 4% | 12%[46 µM] | -6% | -9% | -1%
Cc1ccc(NC(=S)N(C)N)cc1Cl | 7% | i | 5% | 3% | -1%[46 µM] | -8% | 11% | 1%
COc1ccc(-c2cc(C(F)F)n3ncc(C(=O)N4CCN(C)CC4)c3n2)cc1 | -1% | -2% | -4% | -19% | -7% | ? | -1% | -4%
CC1(C)C2CC=C(/C=N/NC(=O)c3ccc(O)cc3)C1C2 (stereo not drawn) | 4% | -6% | . | 2% | -14% | -12% | . | -5%
O=C(CCC(=O)Nc1ccccc1Cl)N/N=C/c1ccccc1 | -1% | 7% | 3% | -2% | 7% | 5% | -1% | -3%
Cc1cc(=O)n2[nH]cc(C(=O)O)c2n1 | ? | -1% | 15% | -11% | -3% | ? | 3% | -2%
O=C1CCCC=C1[C@H](O)c1ccc([N+](=O)[O-])cc1 | . | -5%[11.5 µM] | . | -18%[11.2 µM] | . | -4%[13.5 µM] | . | ?
COc1ccc(NC(=O)/C=C/c2cc(Br)ccc2OC)cc1 | -5% | i | -1% | -1% | 14% | -3% | 1% | -6%
Cn1nccc1C(=O)N1CCCC(C(=O)c2cccc3ccccc23)C1 (stereo not drawn) | -24% | -8% | . | 0%[53 µM] | ? | ? | 7% | 0%[53 µM]
Cn1c(Cn2c(=O)sc3ccccc32)nnc1SCC(=O)Nc1cccc(F)c1 | -9% | 1% | 10% | 2% | -7% | 7% | 4% | -4%
CCOC(=O)NC(=O)CN1C(=O)NC(C)(c2ccccc2)C1=O (stereo not drawn) | 4% | i | 5% | -20% | 4% | -4% | 3% | -1%
COC(C[C@H](O)CC(=O)[C@H](C)OCc1ccccc1)OC | 0% | -6% | . | -4% | . | . | -1% | -1%
CC1c2c([nH]c3ccccc23)CCC1C(=O)O (stereo not drawn) | -7% | -4% | 15% | -3% | 1% | -9% | 6% | 2%
COC(=O)Cc1c(C)nc2nc(-c3ccco3)[nH]n2c1=O | 5% | -7% | -5% | -16% | 3% | ? | -3% | 3%
COc1ccc(CNC(=S)Nc2cc(OC)ccc2OC)cc1 | -10% | i | -6% | -5% | ? | ? | 0% | -5%
CCC(=O)Nc1c2c(nn1-c1ccc(OC)cc1)CS(=O)C2 (stereo not drawn) | 0% | -11% | -6% | 1% | -2% | 15% | -3% | -1%
Cc1ccnc(NC(=O)c2ccc([N+](=O)[O-])o2)c1 | -1% | -15% | -22% | 3% | 10% | 9% | 11% | 2%
COc1cc2nc(NC(=O)c3ccco3)sc(=O)c2cc1OC | ? | 16% | . | -1% | . | . | 14% | -2%
COC(=O)c1sc2nc(CN3CCN(c4ccc(OC)cc4)CC3)[nH]c(=O)c2c1C | -6% | 0% | -4% | -2% | -11% | -13% | 195%[activator] | -3%
COc1ccc(C(=O)CSc2nc3[nH]ncc3c(=O)[nH]2)cc1 | -1% | 10% | 4% | -4% | ? | 1% | -8% | -3%
O=C(Nc1ccc(F)cc1F)N1CCN(C/C=C/c2ccccc2)CC1 | 3% | -8% | -22% | 11% | -7% | 8% | 8% | 2%
CCCCCCN1C2=NCCCN2c2ccccc21 | 3% | -10% | . | -5% | . | 4% | 4% | -1%
CCN1CCCC1CNC(=O)C1CCN(C(=O)c2cc3sccc3n2Cc2ccc(F)cc2)CC1 (stereo not drawn) | -5% | i | 12% | 2% | . | ? | -1% | 1%
Cc1ccc(-n2nnnc2SCC(=O)c2cc(C)n(-c3cc(C)on3)c2C)c(C)c1 | ? | 15% | 4% | 2% | 20% | 2.2µM* | 46%[activator] | -3%
O=C1c2ccccc2C(=O)N1CCCc1nc2ccccc2c(=O)n1-c1cccnc1 | 5% | -9% | -8% | -2% | -4% | -14% | 8% | -1%
CSCCC(NC(=O)c1cc([N+](=O)[O-])cc([N+](=O)[O-])c1)c1nc2ccccc2[nH]1 (stereo not drawn) | 4% | 2% | -37% | 2% | 5% | 4% | 6% | -2%
Cc1nnc(NC(=O)CSc2nc3c(c(=O)n(C)c(=O)n3C)n2C(C)C)s1 | -10% | 5% | . | -6% | 17%[46 µM] | 8% | 8% | -2%
Cc1cccc(N(Cc2cc3ccc(C)cc3[nH]c2=O)C(=O)c2ccco2)c1 | -1% | 3% | . | 3% | . | . | -13% | 0%
O=c1oc2ccccc2cc1-c1csc(Cc2nc(-c3ccc(Br)cc3)cs2)n1 | ? | 4% | -50%[inhibitor] | 3% | ? | 2% | 8% | -2%
O=C(NCc1ccccc1)c1cccc(COc2cccc(Cl)c2)c1 | 3% | -6% | 19% | -7% | -2% | -6% | 2% | -3%
Cc1ccc(Nc2cc(C)nc(-c3ccccc3O)n2)cc1 | ? | -15% | -14% | 12% | ? | ? | 8% | -1%
Cn1c(=O)cc(OCCCC(=O)Nc2ccc3c(c2)OCCO3)c2ccccc21 | -3% | -1% | 42% | 7% | -14% | 3% | 0% | 2%
COc1ccc(C)c2sc(NNC(=O)COc3ccccc3)nc12 | -10% | i | 7% | 4% | . | -11% | 13% | -2%

The list is partial; rates above refer to the full screens.
